RXFP1 ag – agonists of human relaxin receptor RXFP1 | Q9HBX9 | HEK293T-RXFP1 cAMP TR-FRET, 30 min; response scale: percent of porcine relaxin response, buffer zero | Potency, µM (highest dose often 57.5 µM), without a hit: top-dose activation, actives largely listed as activators | actives 0.3% (n = 370,000); note: potency is the fitted concentration of half-maximal effect; % is set by controls: 0 for no effect and ±100 for the full control effect; nearly all actives have a fitted effect of over 60% in size; many of its hits are not listed in these tables
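HEK293 cells stably expressing RXFP1, treated 30 min at 37C with compounds plus PDE4 inhibitor Ro 20174; cAMP measured by HTRF TR-FRET. Normalized to buffer and 29 nM porcine relaxin; EC50 by Hill fit.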
D1 ag – agonists of human D1 dopamine receptor. activation, % at 2 µM. actives 1% (n = 360,000). HEK293 T-REx D1 cells, calcium flux, agonist mode. P21728; in the data active = activation above about 30%; note: 0% is about no effect
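Agonism was scored from calcium flux recorded over 180 s (1 read/s) after pintool compound addition, following a 10-cycle baseline. Cells were inducible force-coupled HEK293 TREx D1, plated overnight at 30 C and loaded with no-wash calcium dye.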
Vif-APOBEC3F blk – Vif-A3F binding inhibition; HeLa A3F-eYFP + Vif (tagged APOBEC3F with the HIV-1 protein that degrades it), YFP fluorescence increase; Potency, µM (series often up to 46.1 µM), inactives show top-dose activity, negative = active; AID 602313; actives 0.2% (n = 390,000); note: potency is the fitted concentration of half-maximal effect; % of control where 0% means no effect; nearly all actives have a fitted effect of over 65% in size
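HeLa cells stably expressing Vif plus C-terminally eYFP-tagged A3F were seeded, incubated overnight at 37 deg C, dosed with compound, incubated overnight again at 37 deg C. Yellow fluorescence (Ex 488/Em 500-530) reported blocked Vif-mediated A3F-eYFP degradation.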
Glioma ERSR ind – induces the endoplasmic reticulum stress response in human glioma cells | actives 0.02% (n = 420,000) | U87-MG GRP78 promoter luciferase reporter, 16 h | Potency, µM, for inactives: at the highest dose activation, hits mostly activators; note: potency is the fitted concentration of half-maximal effect; series mostly up to about 76 µM; % of control where 0% means no effect; nearly all actives have a fitted effect of over 35% in size
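Stably transfected U87-MG glioma cells carrying a GRP78-based luciferase sensor; 16 h compound incubation. Luminescence end-point read 10 min after Bright-Glo addition at room temperature.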
D2 potentiator – D2 dopamine receptor (human) potentiation. P14416. HEK293 T-REx D2, calcium flux, EC20 dopamine potentiation. potentiation, % at 10 µM. actives 0.34% (n = 340,000);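 active = potentiation over 3 SD above the plate norm, cut at about 30% in these data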; note: 0% is about no effect
Target sequence (P14416 whole entry, looked up): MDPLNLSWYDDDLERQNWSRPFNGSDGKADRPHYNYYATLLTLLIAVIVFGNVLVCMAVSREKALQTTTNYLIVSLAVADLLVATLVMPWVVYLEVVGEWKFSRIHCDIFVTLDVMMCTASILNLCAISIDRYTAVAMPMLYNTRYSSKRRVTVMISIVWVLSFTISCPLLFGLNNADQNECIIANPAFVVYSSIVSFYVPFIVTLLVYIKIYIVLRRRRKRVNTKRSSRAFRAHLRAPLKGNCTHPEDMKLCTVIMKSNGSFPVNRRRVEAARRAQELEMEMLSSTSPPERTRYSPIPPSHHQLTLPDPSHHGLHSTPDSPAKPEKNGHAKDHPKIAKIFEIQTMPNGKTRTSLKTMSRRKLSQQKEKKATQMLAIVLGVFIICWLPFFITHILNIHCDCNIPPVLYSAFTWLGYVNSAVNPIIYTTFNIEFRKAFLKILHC
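Potentiation of an EC20 dopamine calcium response is measured in a force-coupled, tetracycline-inducible Hek293 Trex D2 line. Compound-only kinetic reads over 180 s flag agonists before dopamine addition.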
LDHA inh – LDHA (human) enzyme inhibition | AID 1347041 | actives 0.15% (n = 480,000) | purified LDHA, NADH/diaphorase-resazurin fluorescence; hits give low values | activity change, % (values are at about 110 or 230 µM) | P00338; in the data active = activity change below about -30%; inconclusive = mostly about -25% to -30%;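 note: plate controls were DMSO wells for no effect and wells without enzyme for full effect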
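Remaining NADH was detected by diaphorase (0.133 mg/mL) converting 37 µM resazurin to fluorescent resorufin, read at 0 and 20 minutes. The preceding 5-minute room-temperature reaction used 2 nM LDHA, 0.2 mM sodium pyruvate and 0.06 mM NADH at pH 7.4.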
D1 antagonist – blocks dopamine activation of the human D1 receptor. actives 3.2% (n = 360,000). P21728. activity change, negative = inhibition, % at 10 µM. HEK293 TREx D1 cells, calcium flux, dopamine EC80; hits give low values; in the data active = activity change below about -30%; note: % is set by controls: 0 for no effect and ±100 for the full control effect
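After overnight tetracycline induction at 30 C, force-coupled D1 HEK293 cells took up a no-wash calcium dye at room temperature. Compounds were added and monitored 180 s, and the response to EC80 dopamine was then recorded.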
D1 potentiator – potentiators of human D1 dopamine receptor; AID 504651; actives 0.036% (n = 360,000); P21728; HEK293 TREx D1 cells, calcium flux, dopamine EC20 potentiation; potentiation, % at 10 µM; in the data active = potentiation above about 30%; note: 0% is about no effect
Vif-A3G inh – Vif-A3G binding inhibition; Q9HC16; actives 0.076% (n = 410,000); Potency, µM (doses to about 46.1 µM), for inactives: top-dose activity, negative = active, actives largely listed as inhibitors; HeLa A3G-eYFP + Vif (tagged APOBEC3G with the HIV-1 protein that degrades it), YFP fluorescence, overnight;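 note: potency is the fitted concentration of half-maximal effect; % is set by controls: 0 for no effect and ±100 for the full control effect; nearly all actives have a fitted effect of over 60% in size; hits raise eYFP signal because A3G escapes Vif-driven loss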
Target sequence (Q9HC16 whole entry, looked up): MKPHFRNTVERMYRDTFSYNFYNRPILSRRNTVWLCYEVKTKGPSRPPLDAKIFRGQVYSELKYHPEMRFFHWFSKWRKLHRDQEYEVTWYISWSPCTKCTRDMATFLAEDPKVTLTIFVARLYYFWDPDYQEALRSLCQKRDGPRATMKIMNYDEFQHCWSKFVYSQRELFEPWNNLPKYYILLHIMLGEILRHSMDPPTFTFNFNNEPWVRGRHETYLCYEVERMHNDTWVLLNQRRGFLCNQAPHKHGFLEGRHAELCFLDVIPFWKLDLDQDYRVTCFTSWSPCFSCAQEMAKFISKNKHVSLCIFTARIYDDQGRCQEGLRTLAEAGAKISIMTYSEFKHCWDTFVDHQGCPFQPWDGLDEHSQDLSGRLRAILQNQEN
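Read-out is eYFP fluorescence (Ex 488/Em 500-530) from Vif-expressing HeLa A3G-eYFP cells; more signal means A3G escaped Vif-mediated degradation. Cells plated overnight, compound pinned in, incubated overnight at 37 deg C.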
Numbers without * were called inactive; ? = inconclusive; · = no result given. Unless noted, calls come from the whole dose curve; as a rule, active = well fitted curve in the direction sought with a large enough effect; inconclusive = small, poorly fitted or top-dose-only effect, or another doubt; inactive = no such curve, though single readings can be large; an effect the other way counts as inactive or inconclusive. The list is partial, so the mix of outcomes need not match the whole.

Each structure is followed by: RXFP1 ag	D1 ag	Vif-APOBEC3F blk	Glioma ERSR ind	D2 potentiator	LDHA inh	D1 antagonist	D1 potentiator	Vif-A3G inh
> OC1(C#Cc2c(-c3ccsc3)oc3ccc(N4CCOCC4)cc23)CCCCC1
  ·	·	-9%	-3%	·	3	·	·	-21%
> Cc1ccc(S(=O)(=O)c2ccccc2)cc1S
  2.0%	2	·	·	5	·	-6	-6	·
> COc1cccc(=O)c2c(C)n(CC(=O)c3ccccc3)c(C)c12
  -1.9%	6	1%	-1%	-7	-4	-33*	-4	-1%
> CC(=O)N1CCc2c(sc(NC(=O)c3ccc(S(=O)(=O)N(C)CC4CCCO4)cc3)c2C(N)=O)C1 (centres undefined)
  ·	·	1%	-2%	·	1	·	·	-2%
> COc1ccc(CCC(=O)Nc2nnc(C)s2)cc1
  ·	·	-11%	1%	·	-10	·	·	0%
> O=C(CCS(=O)(=O)c1cccc2nonc12)NCc1ccc(Cl)cc1
  -0.5%	5	-31%	0%	10	-6	18	-3	-5%
> CCCCN(C(=O)c1ccc(S(=O)(=O)N(CC)CC)cc1)c1c(N)n(CCC)c(=O)[nH]c1=O
  3.6%	3	1%	-1%	4	-12	2	-6	2%
> Cc1ccc2c(c1)N(CC(=O)N1CCCCCC1)C(=O)CO2
  0.0%	1	-4%	-6%	-4	-2	6	3	-3%
> CC(=O)Nc1ccc(S(=O)(=O)N2CCN(C(=O)c3ncoc3-c3ccccc3F)CC2)cc1
  -0.1%	0	15%	2%	0	0	-22	-2	-2%
> CCCSc1nc2c(cnn2-c2ccccc2)c(=O)n1N
  2.6%	4	-1%	-12%	-4	-7	4	0	-2%
> CCc1ccc(NC(=O)CSc2nc3cc(C(=O)OC)ccc3c(=O)n2CC2CCCO2)cc1 (centres undefined)
  5.3%	1	-5%	3%	-5	0	18	-6	0%
> Cc1ccc(-n2nc3c4c(cccc4c2=O)-c2ccccc2-3)cc1
  1.8%	-1	-14%	0%	11	-8	-2	-3	2%
> O=C(CSc1nnc(-c2cccc(F)c2)c(-c2cccc(F)c2)n1)NC1CCCCC1
  1.3%	3	6%	3%	-14	-2	-3	-2	-9%
> CCc1ccc(N2C(=O)Nc3ccc(Br)cc3C2(O)C(=O)NCCN(C)C)cc1 (centres undefined)
  0.4%	1	-27%	-5%	-8	0	-18	-3	-5%
> Cc1ccc(NC(=O)c2ccc(COc3ccccc3)o2)nc1
  -0.9%	2	3%	1%	20	-2	0	-2	4%
> Cc1cccc(C(=O)NCCC(=O)N2CCc3ccccc3C2)c1
  -0.6%	2	-4%	-5%	-11	-5	-1	-5	0%
> Cn1nc(-c2ccccc2)cc1NC(=O)c1cccs1
  -0.6%	6	10%	-1%	6	-3	-1	2	-2%
> Cc1ccnc(SCC(=O)N2CCc3ccccc32)n1
  1.0%	3	-10%	0%	2	-1	0	0	-2%
> CCCCOc1ccc(C(C)NC(=O)CN2C(=O)CSc3ccc(S(=O)(=O)N4CCOCC4)cc32)cc1 (centres undefined)
  0.6%	-6	13%	4%	2	-2	41	6	-7%
> CCC1Sc2ccc(S(=O)(=O)CCC(=O)N3CCc4ccccc43)cc2NC1=O (centres undefined)
  -2.8%	4	-4%	-1%	6	-4	-8	-4	5%
> COc1ccc2cc(C(=O)N3CCCCCC3)sc(=O)c2c1OC
  1.0%	27	0%	2%	-6	-4	-9	-7	1%
> Nn1c(SCC(=O)Nc2ccc(F)c(F)c2)nnc1C1CCCCC1
  0.1%	4	1%	1%	2	0	-53*	-6	1%
> Cc1ccc(N2CC(C(=O)OCC(=O)C(C)(C)C)CC2=O)cc1C (centres undefined)
  0.6%	1	-3%	-1%	1	-5	-2	-4	1%
> c1ccc(CNc2c3c(nc4ncnn24)CCC3)cc1
  0.0%	6	3%	-2%	-3	-3	-53*	-4	7%
> COCCN(C(=O)CNC(=O)c1ccco1)C(C(=O)NC1CCCC1)c1cccc(OC)c1 (centres undefined)
  -0.6%	-2	-6%	4%	-2	-1	4	9	-1%
> c1ccc2c(c1)nnn2Cc1nnc2sc(-c3ccc4c(c3)OCCO4)nn12
  6.7%	1	0%	-1%	·	-9	8	-6	2%
> CC(C)CCNC(=O)c1cc(-c2ccc(Br)s2)nc2ccccc12
  ?	8	-2%	-3%	-9	3	-9	0	1%
> COc1ccccc1N1CCN(CCc2n[nH]c(=S)n2-c2ccccc2)CC1
  0.5%	3	-1%	2%	-22	-13	1	-3	2%
> CCOC(=O)c1c(-c2ccccc2)oc2ccc(N(C(C)=O)S(=O)(=O)c3ccc(CC)cc3)cc12
  4.8%	5	0%	-4%	-22	-3	-6	-1	-13%
> O=C(CCC(=O)c1ccc(F)cc1)NN1C(=O)NC2(CCCCC2)C1=O
  6.7%	0	4%	-3%	1	-6	-1	-1	-7%
> O=C(CSc1nnnn1C1CCCCC1)Nc1ccccc1F
  2.1%	1	-7%	-4%	-2	-8	-15	1	0%
> CCOCCCNC(=O)C(NC(=O)Cc1cccs1)c1ccccc1 (centres undefined)
  -0.8%	3	10%	-4%	2	-1	-5	-5	-8%
> O=C(CN1C(=O)NC2(CCCCC2)C1=O)Nc1ccc2c(c1)OCCCO2
  0.7%	0	1%	1%	-6	-9	-7	-5	-10%
> Cc1ccccc1C(=O)NC1CCCCCCC1
  0.8%	0	1%	-4%	9	3	-8	3	2%
> Cc1cc(C)c2cc(CN(CCCN(C)C)C(=S)NCc3ccccc3)c(=O)[nH]c2c1
  0.6%	7	12%	-3%	-4	-6	6	-2	-1%
> CSc1nnnn1CCn1nnnc1SC
  2.3%	2	-7%	-1%	0	2	-4	-4	0%
> COc1ccc(CNC(=O)C(=O)NCC(c2cccs2)S(=O)(=O)c2ccc(F)cc2)cc1 (centres undefined)
  2.0%	12	-2%	-2%	0	-6	·	2	7%
> Cc1ccc(/C(O)=C2\C(=O)C(=O)N(CCCN3CCOCC3)C2c2ccccc2F)cc1 (centres undefined)
  ·	·	-5%	-8%	·	-5	·	·	-1%
> COc1ccc(OCc2cc(C(=O)N(C)C3CCOCC3)no2)c2ccccc12
  0.9%	4	0%	2%	17	10	9	-1	-9%
> COc1ccc(CNC(=O)CSc2ncnc3ccccc23)cc1OC
  20%	0	-1%	-2%	·	-3	-6	0	-3%
> O=S(=O)(c1ccc(-n2cnnn2)cc1)N1CCN(c2cccc(Cl)c2)CC1
  4.7%	-1	0%	-5%	16	-9	-5	-1	1%
> Cc1occc1C(=O)N/N=C/c1c(O)ccc2ccccc12
  -1.2%	11	-11%	-1%	9	8	-7	4	-1%
> Cc1ccc(N(C(=O)c2csnn2)C(C(=O)NC2CCCC2)c2cccnc2)cc1 (centres undefined)
  -1.2%	3	10%	-3%	0	0	10	·	0%
> COCCNC(=O)C1CC(c2ccccc2[N+](=O)[O-])=NO1 (centres undefined)
  3.1%	1	5%	-4%	2	-5	8	-2	-1%
> Clc1ccc(-c2nnn3c2nc(NCc2ccc4c(c2)OCO4)c2ccccc23)cc1
  10%	0	-1%	1%	-1	2	6	0	0%
> CC(C)(C)OC(=O)C[C@H]1C/C=C\C[C@H](CC(=O)N(CCO)Cc2ccccc2)C(=O)N[C@@H](Cc2ccccc2)COC1=O
  ·	·	-2%	-6%	·	0	·	·	-5%
> O=C(NCCOC(=O)c1ccc(C(=O)OCCNC(=O)c2cccnc2)s1)c1cccnc1
  1.8%	2	-5%	-3%	-28	-9	3	5	2%
> CCn1c2ccccc2c2cc(NC(=O)COC(=O)c3ccccc3O)ccc21
  6.9%	2	11%	-2%	-17	-5	-1	9	-10%
> COCCNC(=O)c1ccc2c(c1)CCN2S(C)(=O)=O
  -0.4%	1	9%	-2%	-12	0	2	-3	4%
> Cc1cc(Br)c(NC(=O)COC(=O)c2ccc[n+]([O-])c2)c(Br)c1
  ·	·	2%	-3%	·	-15	·	·	3%

Carrying on:
Each structure is followed by: RXFP1 ag	D1 ag	Vif-APOBEC3F blk	Glioma ERSR ind	D2 potentiator	LDHA inh	D1 antagonist	D1 potentiator	Vif-A3G inh
> C/C(=N\NC(=O)c1ccccc1)c1ccc(NC(=O)c2cccs2)cc1
  -3.7%	2	1%	-2%	-1	0	-11	-3	-1%
> O=[N+]([O-])c1cccnc1N1CCCCC1
  0.7%	·	0%	-4%	·	-8	·	·	2%
> CC1C[N+](=C2C=C(N3CCOCC3)CC(C)(C)C2)CC(C)O1 (centres undefined)
  -1.2%	4	0%	-2%	-1	-57*	10	-2	-12%
> CC(C)c1ccc(NC(=O)Cn2cccc2C2=NC(c3ccccc3)CO2)cc1 (centres undefined)
  2.2%	3	-10%	-4%	15	-1	4	15	-4%
> O=C(CSc1oc(-c2ccco2)nc1S(=O)(=O)c1ccccc1)c1ccc(Cl)cc1
  -3.0%	6	1%	-3%	8	-8	-17	1	-1%
> Cc1sc2ncnc(N3CCC(C(=O)N(C)CC(=O)Nc4ccccc4Cl)CC3)c2c1C
  2.2%	1	-9%	-3%	11	-5	21	-4	0%
> CCc1ccccc1NC(=O)c1cc(S(=O)(=O)N2CCCC2)c[nH]1
  2.9%	0	-2%	-5%	4	-2	-4	1	1%
> CCN(CC)CCn1c2ccccc2c2nc3ccc([N+](=O)[O-])cc3cc21
  ?	2	?	4%	-3	3	-12	-5	-7%
> O=C(Cn1cc2c(n1)CCCCC2)NC1CCCCCC1
  -0.3%	0	0%	-1%	-1	-4	1	0	0%
> Cc1ccc(NC(=O)Cn2ncc(Cl)c(Cl)c2=O)cc1S(=O)(=O)N1CCCCC1
  1.7%	1	2%	-16%	7	-4	6	·	?
> Nc1nc(-c2cc3c(cc2Cl)OCCO3)cs1
  -2.1%	2	9%	3%	13	-7	5	-8	-2%
> Cc1ccc(-c2nn(CCC(=O)NN3CCOCC3)c(=O)c3ccccc23)cc1
  5.5%	2	5%	-4%	-7	-5	0	-3	1%

Screens deposited in PubChem BioAssay by National Center for Advancing Translational Sciences (NCATS).
